Insulin prom up: insulin promoter activators in MIN6 cells, imaging, high-content screening, mouse beta cells; MIN6 insulin promoter-GFP reporter; active compounds read high; AID 1625, 2009; z-score at 5 µM; hit rate 0.3% among 190,000;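 active = z-score above 3 at 5 µM with at least 500 cells counted in the well; inconclusive = wells under 500 cells, flagged as cytotoxic or low count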
Dynein cargo inh: inhibitors of GR-EGFP nuclear translocation, primary screen, dynein cargo transport inhibitor project, imaging, high-content, 3617.4 mouse cells; z-score, hits read low; test concentration mostly 20 µM; stimulated with dexamethasone, 1 µM; active compounds read low; AID 1381, 2008; hit rate 0.47% among 220,000;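 active = plate z-score of nuclear minus cytoplasmic receptor signal below a set negative limit, without overly bright fluorescence or cell loss, cut at about -3.5 in these data, passing the limit was not always enough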;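 also: z-score of nuclear minus cytoplasmic ring GR-EGFP intensity difference per well; some compounds called inactive have numbers as strong as hits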
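Buffer or medium: tet-free medium with charcoal-stripped serum / Also added: dexamethasone agonist, 1.0 µM final, for 30 min / Timing: induction 48 h, compound 1 h, agonist 30 min / Measured by: high-content fluorescence imaging after fixation / Read-out: nuclear-to-cytoplasmic GR-EGFP distribution per well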
Autophagy HCS: autophagy modulators in MEF cells, primary screen, imaging, high-content, MEF GFP-LC3; MEF GFP-LC3 puncta imaging; test concentration mostly 10 µM; calls only at 10 µM (by protocol); hit rate 0.98% among 190,000; AID 463193, 2010;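 active = percentage of spot-positive cells more than 3 SD above its plate mean, without a fluorescence outlier flag or 80% toxicity; inconclusive = no clear call, values can overlap the other calls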;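 also: spot-positive cell cutoff set from DMSO-treated cells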
AID2073: inhibitors of Mint1-CaV2.2 protein interaction, biochemical, HTRF (AID 2073). inhibition, % at 20 µM; hits with a dose series show IC50 in µM. HTRF protein-protein interaction, Mint1-CaV2.2; higher % means a stronger effect. hit rate 0.19% among 290,000. Voltage-dependent N-type calcium channel subunit alpha-1B (Homo sapiens); in the data active = inhibition mostly above about 51%, no sharp cut-off; inconclusive = no clear call, values can overlap the other calls; inactive = mostly below about 53%; also: some results filed as inactive read as strong as hits
HIV fusion peptide: inhibitors of HIV fusion peptide binding, primary screen, biochemical, uHTS, fluorescence dequenching (AID 1986); cell-free peptide binding, fluorescence dequenching, 30 min; higher % means a stronger effect; one-dose inhibition, % at 20 µM; IC50 in µM for titrated hits; hit rate 0.3% among 290,000; in the data active = inhibition mostly above about 52%, no sharp cut-off; inactive = mostly below about 76%; also: some results filed as inactive read as strong as hits
WT yeast gro inh: growth inhibition of WT strain, primary screen, mitochondrial fusion inhibitor project, WT and mutant strains, chemical genetic; mitochondrial fusion phenotypic screen; inhibition, % at 10 µM; hit rate 2.1% among 190,000; in the data active = inhibition above about 58%; tested in S. cerevisiae
Yfh1-off respiration: enhancers of respiration in Yfh1-depleted yeast, dose response, Friedreich's ataxia, plus single-dose screen (AID 1465) | one-dose fold induction at 50 µM; EC50 in µM for titrated hits | S. cerevisiae Yfh1-off respiration, WST-1 reduction, 72 h; higher fold induction means a stronger effect | hit rate 0.074% among 220,000;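 active = fold induction of absorbance versus untreated yeast above a set limit, then at least 30% activation at any dose in follow-up; inconclusive = repeats straddling the limit, or above it without dose testing; inactive = fold induction below the set limit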;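 also: activators that raise dye reduction in frataxin-depleted yeast; strong numbers were not always called active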
MT stabilize HCS: microtubule stabilizers in HeLa cells, primary screen, imaging, high-content imaging; HeLa tubulin immunostaining HCS, 24 h; share of cells brighter than vehicle mean+2SD; % tubulin-high responders, % at 10 µM; hit rate 0.83% among 200,000; AID 2205, 2009;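 active = plate Z-score above 3 for both tubulin-high and condensed-nucleus cell shares, with cell loss under 80%, at 10 µM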;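 also: anti alpha tubulin signal scored within the nucleus-defined area of each cell; some results filed as inactive read as strong as hits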
b-catenin transl: modulators of beta-catenin nuclear translocation, primary screen, imaging, HeLa cells, immunofluorescence, high-content; nuclear translocation activity, % at 5 µM; hit rate 0.3% among 190,000; AID 1665, 2009;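 active = nuclear translocation activity above 50% at 5 µM, with a well cell count of 50 or more; inconclusive = wells under 50 cells across six images, flagged as toxic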;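 also: per-cell ratio of nuclear to cytoplasmic median beta-catenin stain intensity; plate controls were DMSO negative control for no effect and GSK-3 inhibitor IX positive control for full effect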
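test system = HeLa cells, endogenous beta-catenin | dosing = single 5 µM dose plus 0.02–20 µM confirmation series | times = compound treatment 24 h, 37°C, 5% CO2 | technique = beta-catenin immunofluorescence imaging with DAPI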
WT yeast gro inh mutant strain: further read-out of WT yeast gro inh, marked with its call; inhibition, %; mitochondrial fusion phenotypic screen, mutant strain inhibition
Dynein cargo inh cytoplasmic EGFP: second read-out of Dynein cargo inh, no call of its own (marks repeat the call); z-score; measured here: cytoplasmic GR-EGFP intensity; active compounds read high
Dynein cargo inh nuclear GR-EGFP: further read-out of Dynein cargo inh, marked with its call; z-score; measured here: nuclear GR-EGFP intensity;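 lower value marks the stronger effect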
Dynein cargo inh cell count: further read-out of Dynein cargo inh, marked with its call; z-score; measured here: cell count per field
Insulin prom up cell count: also measured in Insulin prom up; calls as there; cell count; measured here: cytotoxicity, nuclei count;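 total cells summed across four imaged fields per well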
b-catenin transl cell count 5 µM: also measured in b-catenin transl; calls as there; cell count; measured here: cell count, cytotoxicity flag
MT stabilize HCS Hoechst-high %: further read-out of MT stabilize HCS, marked with its call; % Hoechst-high responders; measured here: nuclear condensation Hoechst responders;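 share of cells brighter than vehicle mean plus two SD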
MT stabilize HCS cytotoxicity %: also measured in MT stabilize HCS; calls as there; toxicity, %; measured here: cytotoxicity by cell density;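 0% = mean cell density of plate MIN control wells and 100% = no cells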
Autophagy HCS cell loss 18 h: further read-out of Autophagy HCS, marked with its call; toxicity, %; measured here: cell loss, nuclei count;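 cell loss after 18 h compound exposure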
Active calls of the source: *; i = inactive; ? = inconclusive; . = no result given.

Order of results: Insulin prom up, Insulin prom up cell count, Dynein cargo inh, Dynein cargo inh cytoplasmic EGFP, Dynein cargo inh nuclear GR-EGFP, Dynein cargo inh cell count, Autophagy HCS, Autophagy HCS cell loss 18 h, AID2073, HIV fusion peptide, WT yeast gro inh, WT yeast gro inh mutant strain, Yfh1-off respiration, MT stabilize HCS, MT stabilize HCS Hoechst-high %, MT stabilize HCS cytotoxicity %, b-catenin transl, b-catenin transl cell count 5 µM
1) CC(=O)Nc1ccc(NC2=C(Cl)C(=O)c3ccccc3C2=O)cc1
 : ?, ., -0.81, 0.005, -0.55, 0.081, i, 85, -12%, -3.4%, 17, 6, i, 3.5, 1.9, 1.8, 2.0, 1204
2) O=C(NCc1cccnc1)/C(=C/c1ccc(-c2cccc(C(F)(F)F)c2)o1)NC(=O)c1ccccc1
 : -0.18, 1014, -0.63, -0.17, -0.43, -0.18, i, -3, 30%, 4.9%, -13, -5, ., 0.6, 1.6, 10.0, 0.0, 1381
3) CCC(C)NC(=O)N[C@@H](Cc1ccccc1)C(=O)O (stereo partly drawn)
 : 0.31, 1494, 1.2, -0.14, 1, -1, i, -60, 0%, 3.4%, -19, 22, i, 5.2, 0.9, 3.1, 4.0, 1392
4) O=C(O)/C=C/C(=O)Nc1ccccc1SC(F)(F)F
 : 0.17, 1457, -1.2, -0.17, -0.78, -0.021, i, -4, 9%, 3.5%, -18, 0, i, 5.8, 2.8, 9.0, -1.6, 1089
5) CC(=O)CC1(O)C(=O)N(Cc2ccccc2)c2ccccc21 (stereo not drawn)
 : -0.41, 1518, 1.7, -0.063, 0.48, -2.7, i, -4, 47%, 3.2%, 9, 12, i, 2.4, 1.5, 5.0, 0.1, 1326
6) Cc1nc2c(C)cccc2cc1C(=O)N/N=C/c1ccc(N(C)C)cc1
 : 0.63, 975, -1.1, -0.24, -0.47, 0.57, i, -4, 45%, -2.4%, 3, -2, i, 40*, 27*, 40*, 39, 942
7) COc1ccc(OC)c(NS(=O)(=O)c2ccc(SC)cc2)c1
 : ., ., -0.12, -0.29, 0.34, 1.5, i, 17, -4%, -0.5%, -46, 3, i, 25, 18, 19, 1.2, 501
8) COc1ccccc1/C=C/C1(C(=O)NC2CCCC2)CC(=O)N1c1ccc(C)cc1 (stereo not drawn)
 : ., ., 1.4, -0.05, 0.69, -2, i, 28, ?, -0.7%, 14, 8, i, 7.4, 3.1, 3.1, 18, 161
9) NC(=O)/C(=C/c1ccco1)NC(=O)/C=C/c1ccccc1
 : 0.26, 1763, 0.97, -0.14, 0.11, -0.15, i, -25, -18%, 5.5%, 8, 2, i, 2.8, 2.1, 6.4, -1.2, 968
10) Cn1c(=O)[nH]c(=O)c2c1nc(Br)n2CCCCSc1nc2ccccc2o1
 : -0.1, 1247, -1.2, -0.065, -0.64, 0.88, i, 6, -8%, 1.2%, 4, 4, i, 3.5, 1.1, 8.0, -5.2, 982
11) O=S(=O)(Cc1ccccc1)NCC1CCCN(Cc2ccc(F)c(F)c2)C1 (stereo not drawn)
 : -0.37, 1388, 1.1, -0.27, 0.56, 0.36, i, -15, 12%, 1.6%, -6, -9, i, 3.1, 1.7, 8.4, 2.1, 1007
12) O=C(Nc1ccc(S(=O)(=O)Nc2nccs2)cc1)c1cc(-c2ccccc2)nc2ccccc12
 : -0.23, 1525, 0.24, -0.25, -0.046, 0.87, i, -15, 38%, 35%, -3, -5, i, 5.3, 2.6, 7.0, -1.2, 1086
13) CCOC(=O)c1n[nH]c2ccccc12
 : -0.03, 1162, -1.8, -0.15, -0.38, 0.14, i, -6, 13%, -0.2%, -9, 0, ., 4.6, 2.2, 0.6, -1.5, 1167
14) O=S1(=O)CCN(Cc2ccccc2C(F)(F)F)CC1
 : -0.61, 1630, -0.53, -0.27, -0.22, 0.77, i, 15, -2%, -1.0%, 2, 0, i, 2.6, 2.4, 7.5, -4.4, 1111
15) Cc1ccc(Cl)cc1NC(=O)Cn1cc2c(n1)CCCC2
 : 0.24, 1061, -0.76, -0.23, -0.38, 0.18, i, 3, 12%, -0.7%, 9, 8, i, 5.3, 2.4, 5.0, 2.4, 1134
16) COc1cccc(CN=CC2=C(O)CC(C)(C)CC2=O)c1OC
 : 0.24, 1751, -0.35, -0.2, 0.4, 0.049, i, -2, 0%, -1.3%, -23, -2, i, 1.8, 1.3, 10.0, -1.3, 1073
17) Cc1cc(C)n2c(SCC(=O)Nc3cc(C)on3)nnc2n1
 : 1.3, 1106, 0.37, -0.24, -0.64, 0.73, i, -4, 18%, -0.5%, 7, 1, i, 3.3, 1.3, 6.4, -2.2, 1057
18) COc1ccc(C(=O)/C=C/C(=O)N(CC(=O)NC2CCCCC2)Cc2ccccc2)c(O)c1
 : ?, ., -4.6*, 1.1*, -2.4*, 1.1*, i, -21, 64%*, 0.5%, 41, -11, i, 2.9, 1.8, 11, 14, 428
19) CCOc1ccc(NC(=O)c2ccc3nccnc3c2)cc1
 : 1.1, 819, 0.67, -0.1, 0.22, 0.75, i, -1, -4%, -2.6%, -18, -1, ., 0.9, 1.3, 7.7, 0.3, 1040
20) CC(C)(C)C(=O)NC(=S)Nc1ccc(F)cc1
 : 0.88, 1225, -0.2, -0.23, 0.04, 0.53, i, 6, -20%, 0.4%, -8, 3, i, 2.5, 2.1, 1.4, 2.6, 457
21) COc1ccc(N=C2SC(CC(=O)Nc3ccccc3F)C(=O)N2Cc2ccco2)cc1 (stereo not drawn)
 : ., ., -0.83, -0.24, -0.56, 0.55, i, -13, 1%, -0.2%, 29, 0, i, 4.0, 4.1, 3.3, 1.3, 988
22) CCc1nnc(NC(=O)CSc2nc3cc4c(cc3cc2C)OCCO4)s1
 : -0.4, 1564, -0.15, -0.19, -0.37, 0.17, i, 4, 10%, 0.6%, -3, -13, i, 0.9, 1.8, 7.2, 1.2, 1368
23) CCOc1cc(/C=N/N=C2/NC(=O)C(CC(=O)O)S2)ccc1OCc1ccc(Cl)cc1Cl (stereo not drawn)
 : -0.19, 1512, -1.3, -0.2, -0.99, 0.74, i, 17, 37%, 14µM*, 3, -16, ?, 1.3, 1.1, 6.5, -0.2, 1605
24) Cc1ccc(NC(=O)CSCc2nc3c(nnn3Cc3ccc(F)cc3)c(=O)[nH]2)c(C)c1
 : 0.04, 1396, 0.48, -0.4, 0.031, 0.6, i, 6, -4%, 2.0%, 2, 5, i, 1.3, 1.5, 3.2, 0.5, 1066
25) CCOC(=O)c1ccc(N2C(=O)CC(N3CCC(C(=O)OCC)CC3)C2=O)cc1 (stereo not drawn)
 : -0.66, 1147, -1.1, -0.18, -0.4, 0.85, i, -25, -2%, 2.0%, -13, 3, i, 2.3, 2.3, 9.5, -4.9, 912
26) CCOC(=O)c1cnc(Nc2ccc(OCC)cc2)nc1C
 : 0.51, 1322, 0.51, -0.15, 0.73, -0.73, i, -6, 18%, 0.4%, 5, -2, i, 1.8, 2.0, 0.5, 0.4, 1115
27) O=C1N/C(=N\N=C\c2cccnc2)SC1Cc1ccc(SC(F)F)cc1 (stereo not drawn)
 : ., ., -0.66, -0.16, 0.17, 0.25, i, 17, 5%, -0.2%, 53, 9, i, 1.7, 0.3, 2.8, 8.6, 721
28) C=C(C)CSc1nnc2n(Cc3ccccc3)c(=O)c3c4c(sc3n12)CCC4
 : -2.4, 1445, 0.88, -0.22, -0.57, 0.027, i, -6, 3%, -1.1%, 3, -20, ., 3.3, 1.7, 5.9, 1.7, 1429
29) COc1ccc(-c2cc(C(F)(F)F)n3nc(C(=O)N4CCCC4)cc3n2)cc1
 : 1.1, 1024, 0.12, -0.24, 0.37, 0.72, i, -6, 23%, 2.5%, 7, 2, i, 2.6, 1.9, 0.9, 1.4, 1172
30) O=C(CC1COc2ccccc2O1)Nc1ccccn1 (stereo not drawn)
 : 0.77, 1301, 0.43, -0.058, 0.36, 0.37, i, -7, 1%, -0.1%, -7, -16, i, 2.8, 1.4, 3.0, 0.5, 1090
31) O=C(NCc1ccccc1)c1ncn[nH]1
 : -0.49, 1089, -1.1, -0.24, -0.17, 0.21, ., ., 13%, -1.5%, ., ., i, ., ., ., 1.6, 1269
32) COc1ccc(N/N=C(/C#N)S(=O)(=O)C(C)(C)C)cc1
 : -0.2, 1450, -0.56, 0.017, -0.015, 0.36, i, -10, 1%, 0.5%, -11, 4, i, 2.4, 2.9, 10, 0.3, 1046
33) Nc1nc(COc2ccc3ccccc3c2)cs1
 : 0.37, 1080, -0.8, -0.22, -0.15, -0.041, i, 5, -5%, -0.5%, 75*, 69*, i, 2.8, 1.4, 5.8, 1.6, 1129
34) CCOc1ccc(OCC)c(NC(=O)c2[nH]c(C)c(C(C)=O)c2C)c1
 : -0.28, 1088, -0.57, -0.41, -0.35, 0.46, i, 16, 26%, -3.4%, -25, -61, i, 2.5, 1.6, 4.3, 0.4, 1414
35) COc1nc(OC)nc(N2CCC(C(=O)Nc3cccc4ccccc34)CC2)n1
 : -0.15, 1358, -0.84, -0.28, -0.17, 0.87, i, -6, -4%, 0.5%, 8, 14, i, 3.1, 3.3, 11, -7.3, 1039
36) CC(C(=O)O)N1C(=O)CSc2ncccc21 (stereo not drawn)
 : 0.62, 1433, -0.87, -0.34, -0.16, 1.2, i, 0, -6%, 0.3%, -23, -7, i, 3.5, 3.3, 5.0, -3.2, 965
37) COc1cccc2c(=O)n(CC(=O)N3CCC(C)CC3)ccc12
 : 0.41, 1878, 0.18, 0.48, 0.24, 0.37, i, -2, -4%, 0.9%, -3, -8, i, 2.5, 4.7, 9.7, 0.2, 1064

Bioassay records as filed in PubChem.
